Screens from PubChem BioAssay.
BLM inh: blocks DNA unwinding by human BLM helicase; P54132; recombinant BLM DNA unwinding, fluorescence dequenching; Potency, µM (titrated, usually from 56.1 µM), for inactives: at the highest dose activity change, negative = inhibition, most hits filed as inhibitors; actives 0.2% (n = 350,000);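 also: plate controls were vehicle for no effect and no enzyme for full effect; nearly all actives have a fitted effect of over 35% in size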
Apoferritin bind: candidate novel general anesthetic via apoferritin binding | P02791 | Potency, µM (top dose mostly 77.5 µM), for the others: at the highest dose activity change, negative = displacement, actives largely listed as inhibitors | actives 0.074% (n = 350,000) | apoferritin/1-aminoanthracene competitive binding, fluorescence; also: % is scaled to controls: 0 for no effect and ±100 for the full control effect; nearly all actives have a fitted effect of over 20% in size
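Apoferritin-based anesthetic binding model; compound displacement of fluorescent 1-AMA measured as endpoint fluorescence after 10 minutes at room temperature, scaled to free-ligand and complex controls.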
POLK inh: inhibitors of human DNA polymerase kappa; Q9UBT6; purified Pol kappa, fluorescent DNA synthesis assay, 10 min; Potency, µM (top dose mostly 107 µM), for inactives: top-dose activity, negative = inhibition, most hits filed as inhibitors; actives 0.53% (n = 400,000); AID 588579; also: % is scaled to controls: 0 for no effect and ±100 for the full control effect
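Activity was followed as the change in fluorescence between reads at 0 and 10 min after starting the reaction with 50 nM substrate. Beforehand, 10 nM polymerase had been preincubated with compound for 15 min at room temperature.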
Pol iota inh: inhibitors of human DNA polymerase iota. Pol iota fluorescent replication assay, 10 min. Potency, µM (highest dose often 115 µM), for inactives: top-dose activity, negative = inhibition, usual class: inhibitors. actives 1% (n = 390,000). AID 588590
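Fluorescent replication assay read twice, at 0 min and 10 min after adding 50 nM (final) substrate. Enzyme (10 nM) and compounds were first incubated 15 min at room temperature; enzyme-free buffer wells were negative controls.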
BAZ2B block: BAZ2B (human) inhibition. Q9UIF8. AlphaScreen BAZ2B-H3K14Ac peptide displacement. Potency, µM (titrated, usually from 114 µM), inactives show at the top dose activity change, negative = inhibition, usual class: inhibitors. actives 4.4% (n = 360,000). AID 504333; also: % is scaled to controls: 0 for no effect and ±100 for the full control effect; nearly all actives have a fitted effect of over 60% in size
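Protein-peptide AlphaScreen: BAZ2B 50 nM, b-H3K14Ac 50 nM, 1x PBS pH 7.4 + 0.01% Tween-20. Preincubation 30 min RT; cpd 30 min RT (top 110 uM); beads 20 min RT, light-protected.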
APE1 inh: APE1 (human) endonuclease inhibition; P27695; recombinant APE1, TAMRA/BHQ-2 abasic DNA cleavage fluorescence; Potency, µM (titrated, usually from 65.8 µM), without a hit: at the highest dose activity change, negative = inhibition, hits mostly inhibitors; actives 0.35% (n = 350,000);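 also: plate controls were vehicle for no effect and reference inhibitor for full effect; nearly all actives have a fitted effect of over 55% in size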
Target sequence (P27695 whole entry, looked up): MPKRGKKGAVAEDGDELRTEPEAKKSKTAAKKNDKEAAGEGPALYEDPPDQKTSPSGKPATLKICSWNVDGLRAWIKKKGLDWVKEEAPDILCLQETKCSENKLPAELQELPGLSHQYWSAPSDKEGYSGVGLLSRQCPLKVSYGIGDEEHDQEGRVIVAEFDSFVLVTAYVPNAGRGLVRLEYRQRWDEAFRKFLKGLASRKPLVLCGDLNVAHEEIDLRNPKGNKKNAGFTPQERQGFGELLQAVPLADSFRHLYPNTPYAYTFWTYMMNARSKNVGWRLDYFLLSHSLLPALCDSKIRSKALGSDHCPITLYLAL
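Substrate: short duplex with […] THF abasic site, 5'-TAMRA and 3'-BHQ-2, 50 nM final. APE1 at 0.75 nM, preincubated 15 min RT with compound. Fluorescence increase from first to third read measured activity.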
Pol beta inh: DNA polymerase beta (human) inhibition | Potency, µM (doses to about 114 µM), without a hit: at the highest dose activity change, negative = inhibition, hits mostly inhibitors | P06746 | actives 1.3% (n = 340,000) | Pol beta primer extension/strand displacement, fluorescence kinetic; also: % is scaled to controls: 0 for no effect and ±100 for the full control effect
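Reaction started by 50 nM substrate onto compound-treated Pol beta (10 nM, 15 min preincubation, room temperature); plates read at 0 min and 10 min. Normalized concentration-effect data fitted by four-parameter Hill equation.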
G9a inh: inhibitors of human histone lysine methyltransferase G9a | Q96KQ7 | G9a H3K9 monomethylation, AlphaScreen, 2 h | Potency, µM (series often up to 102 µM), for the others: at the highest dose activity, negative = inhibition, actives largely listed as inhibitors | actives 8.8% (n = 350,000) | AID 504332; also: % is scaled to controls: 0 for no effect and ±100 for the full control effect; nearly all actives have a fitted effect of over 75% in size
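G9a (20 nM) preincubated 15 min RT with compounds, then 500 nM biotinylated H3K9 peptide and 20 uM SAM added; 2 h RT reaction. Monomethyl-H3K9 product detected by AlphaScreen with anti-H3K9me1 antibody, streptavidin donor and anti-rabbit IgG acceptor beads.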
POLH inh: blocks human DNA polymerase eta activity | Q9Y253 | recombinant Pol eta, fluorescent DNA replication assay | Potency, µM (doses to about 114 µM), for inactives: top-dose activity change, negative = inhibition, actives largely listed as inhibitors | actives 1.2% (n = 390,000) | AID 588591; also: % is scaled to controls: 0 for no effect and ±100 for the full control effect
Target sequence (Q9Y253 whole entry, looked up): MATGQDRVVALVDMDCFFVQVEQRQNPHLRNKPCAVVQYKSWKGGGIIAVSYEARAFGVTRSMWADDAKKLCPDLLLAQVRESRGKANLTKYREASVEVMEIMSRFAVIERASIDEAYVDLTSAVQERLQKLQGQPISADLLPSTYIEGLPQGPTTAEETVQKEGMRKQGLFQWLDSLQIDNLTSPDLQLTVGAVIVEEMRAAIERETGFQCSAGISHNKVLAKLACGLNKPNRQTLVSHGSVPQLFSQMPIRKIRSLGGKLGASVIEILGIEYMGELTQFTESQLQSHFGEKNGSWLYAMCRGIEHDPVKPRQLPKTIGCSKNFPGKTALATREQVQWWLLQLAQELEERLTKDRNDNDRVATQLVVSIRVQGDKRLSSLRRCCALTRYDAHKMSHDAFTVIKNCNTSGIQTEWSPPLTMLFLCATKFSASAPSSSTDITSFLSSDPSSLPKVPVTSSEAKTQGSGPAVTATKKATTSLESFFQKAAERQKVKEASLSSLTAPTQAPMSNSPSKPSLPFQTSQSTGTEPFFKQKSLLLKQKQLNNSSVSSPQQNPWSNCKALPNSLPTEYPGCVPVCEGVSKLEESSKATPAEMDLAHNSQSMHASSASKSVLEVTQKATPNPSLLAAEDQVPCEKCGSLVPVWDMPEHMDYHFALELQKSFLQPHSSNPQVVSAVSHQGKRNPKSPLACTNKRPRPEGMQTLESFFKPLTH
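Pol eta at 10 nM preincubated with compounds 15 min at room temperature; reaction started with fluorescent substrate (50 nM final) and read kinetically at 0 and 10 min.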
An asterisk follows results filed as active; ? = inconclusive; / = not tested or not shown; & = joins results of further samples; [ ] = remark or other dose. Calls follow the shape of the dose curve; as a rule, active = well fitted curve in the direction sought with a large enough effect; inconclusive = small, poorly fitted or top-dose-only effect, or another doubt; inactive = no such curve, though single readings can be large; an effect the other way counts as inactive or inconclusive. Potency is read from the fitted curve at half-maximal effect. A portion of the library, so the mix of outcomes need not match the whole.

entry | canonical_smiles | BLM inh | Apoferritin bind | POLK inh | Pol iota inh | BAZ2B block
1 | Cn1c(/C(C#N)=C(\O)c2cccc(F)c2)nc2ccccc21 | -1% | -5% | -14% | 65%[activator] | -10%
2 | CC(C)C(=O)Nc1cc(C(F)(F)F)ccc1-n1ccnc1 | 1% | 2% | -2% | 20% | 5%
3 | Cc1ccc(Nc2nc3nonc3nc2Nc2cccc(C(F)(F)F)c2)cc1Cl | -12% | -12% | -1% | 21% | ?
4 | O=C(Cn1c(=O)nc(-c2ccccc2)c2ccccc21)Nc1ccc(Cl)cc1F | -2% | -6% | -7% | 13% | 2%
5 | Cc1ccc(CN(C(=O)c2ccccc2[N+](=O)[O-])C2CCS(=O)(=O)C2)o1 (stereo unspecified) | -1% | -3% | -1% | 4% | -7%
6 | COc1ccc(N2C(=O)CC(C)(C)CC2=O)cc1OC | 1% | -7% | 6% | -5% | 0%
7 | COC(=O)Cn1nnc2c(cnn2-c2ccccc2)c1=O | -3% | -8% | -15% | 154%[activator] | 4%
8 | CCCN1CCN(C(=O)c2oc3c(Cl)cccc3c2C)CC1 | 0% | 7% | 5% | 81%[activator] | 3%
9 | N#Cc1cccc(NC(=O)CN2CCCCCC2)c1 | -4% | -6% | 6% | 58%[activator] | -5%
10 | CC(=O)Nc1ccc(S(=O)(=O)N2CCC(C(=O)NCCC(=O)Nc3ccccc3)CC2)cc1 | 2% | 31%[activator] | 10% | 26% | -2%[57.1 µM]
11 | COc1ccccc1/C=C/C1C(C(=O)OCC(C)C)=C(C)N=C2SCCC(=O)N21 (stereo unspecified) | -18% | ? | -9% | 91%[activator] | -21%
12 | CCN1CCN(S(=O)(=O)c2ccc(F)c(C(=O)Nc3c(F)cc(F)cc3Br)c2)CC1 | -2% | 1% | -14% | 15% | -16%
13 | CCOC(=O)C1=C(C)c2ccccc2N(S(=O)(=O)C(F)(F)F)C1C(=O)OCC (stereo unspecified) | -7%[75.6 µM] | -11%[110 µM] | 1% | 25% | /
14 | CCN(CC)CCNC(=O)CSc1nc2nc(C)c(Cc3ccccc3)c(C)n2n1 | -4% | -3% | 5% | 10% | 0%
15 | O=C(CC1C(=O)NCCN1C(=O)c1ccc([N+](=O)[O-])cc1)Nc1ccc(F)cc1 (stereo unspecified) | -1% | -10% | -5% | -11% | -5%

entry | APE1 inh | Pol beta inh | G9a inh | POLH inh
1 | -17% | ? | / | 9%
2 | 12% | 9% | -30% | -4%
3 | / | 22% | ? | -29%
4 | / | -10% | -6%[59 µM] | -11%
5 | ? | 6% | / | 5%
6 | 17% | 30% | 3% | -5%
7 | -5% | 0% | 21% | -23%
8 | 19% | -3% | ? | -18%
9 | 8% | 37% | 13% | -22%
10 | -9% | 52% | 16% | -14%
11 | -2% | -13% | -51% | -31%
12 | 34% | -1% | -33% | -15%
13 | 14%&0% | / | 21%[59 µM] | -15%
14 | / | 18% | -1%[59 µM] | -16%
15 | 1% | ? | / | -3%

Retrieved by structure from above, 2 records:
entry | canonical_smiles | BLM inh | Apoferritin bind | POLK inh | Pol iota inh | BAZ2B block
5 | Cc1ccc(CN(C(=O)c2ccccc2[N+](=O)[O-])C2CCS(=O)(=O)C2)o1 (stereo unspecified) | -1% | -3% | -1% | 4% | -7%
4 | O=C(Cn1c(=O)nc(-c2ccccc2)c2ccccc21)Nc1ccc(Cl)cc1F | -2% | -6% | -7% | 13% | 2%

entry | APE1 inh | Pol beta inh | G9a inh | POLH inh
5 | ? | 6% | / | 5%
4 | / | -10% | -6%[59 µM] | -11%

Further structures follow:
entry | canonical_smiles | BLM inh | Apoferritin bind | POLK inh | Pol iota inh | BAZ2B block
16 | COc1ccc(C(=O)NC2CCN(C(=O)Nc3ccccc3Cl)CC2)cc1 | 0% | -10% | 1% | -1% | -4%
17 | COc1ccccc1CNC(=O)C1CCN(Cc2cc3ccccc3n2Cc2cccc(C)c2)CC1 | -9% | 67%[activator] | -9%[60.1 µM] | 27% | -17%
18 | Cc1ccc(Nc2nc(N)nc(CSCCO)n2)cc1 | -3% | -5% | -12% | 3% | -4%
19 | O=C(NCC(=O)N(CC1CCCO1)C1(C(=O)NC2CCCC2)CCCCC1)c1ccccc1 (stereo unspecified) | -1% | -15% | -9% | 7% | -1%
20 | Cc1ccc(C(=O)NC(C)CCc2ccccc2)cc1S(=O)(=O)N1CCOCC1 (stereo unspecified) | / | / | -13% | 10% | /
21 | CC1Cc2ccccc2N1S(=O)(=O)c1cccc(C(=O)Nc2cccnc2)c1 (stereo unspecified) | -9% | -24% | -21% | 15% | -15%
22 | COc1ccc(CN2CCN(C(=O)C3CCN(S(=O)(=O)c4cccs4)CC3)CC2)c(OC)c1OC | -8% | -4% | -9% | -6% | -7%
23 | CCC(=O)c1cc2c(C)cc(=O)oc2c(C)c1OC | 4% | -15% | -12% | 9% | 4%
24 | Cc1nc(SC(C)C(=O)Nc2ccccc2C)cc(-c2ccccc2)n1 (stereo unspecified) | -3% | -18% | -12% | 35%[activator] | 2%
25 | CN(CC(=O)N1CCOCC1)C(=O)CSc1nc2ccccc2s1 | -14% | -7% | -2% | 15% | -1%
26 | Cc1ccc(CSC2=Nc3ccccc3C3=NC(CC(=O)NCc4ccco4)C(=O)N23)cc1 (stereo unspecified) | 2% | ? | ? | ? | 50µM*
27 | CC(C)CCN1C(=O)c2ccc(C(=O)NCC3CCCO3)cc2C1=O (stereo unspecified) | -3% | -12% | -1% | 6% | -16%
28 | O=C(NCc1ccc2c(c1)CCN2C(=O)c1ccc(F)cc1)c1ccc(Br)o1 | -3% | -11% | -5%[60.1 µM] | 31%[activator] | -23%
29 | O=C(NC1CCCCCC1)C1c2ccccc2C(=O)N1Cc1ccc(F)cc1 (stereo unspecified) | 0% | 19% | 7% | 5% | 16%
30 | CCN(CC)CCCNC(=O)C1CCN(S(C)(=O)=O)CC1 | -4% | 2% | -1%[60.1 µM] | 22% | 2%

entry | APE1 inh | Pol beta inh | G9a inh | POLH inh
16 | -6% | 11% | -1% | 0%
17 | / | -3% | -10%[59 µM] | -13%
18 | 2% | 25% | -3%[59 µM] | -5%
19 | 3% | -10% | -6% | -14%
20 | 31% | / | / | -16%
21 | -3% | -1% | -37% | -19%
22 | 23% | 18% | 4% | -3%
23 | 1% | 9% | 4%[59 µM] | -11%
24 | / | 1% | 7%[59 µM] | -8%
25 | 19% | 51% | ? | -8%
26 | -11% | 25µM* | ? | ?
27 | 1% | -11% | -16%[59 µM] | -3%
28 | / | 7% | -26%[59 µM] | -19%
29 | / | -1% | 24%[59 µM] | -14%
30 | / | -1% | -12%[59 µM] | -25%

Laid out differently: entries from further up
[17] COc1ccccc1CNC(=O)C1CCN(Cc2cc3ccccc3n2Cc2cccc(C)c2)CC1
  BLM inh = -9% | Apoferritin bind = 67%[activator] | POLK inh = -9%[60.1 µM] | Pol iota inh = 27% | BAZ2B block = -17% | APE1 inh = / | Pol beta inh = -3% | G9a inh = -10%[59 µM] | POLH inh = -13%
[28] O=C(NCc1ccc2c(c1)CCN2C(=O)c1ccc(F)cc1)c1ccc(Br)o1
  BLM inh = -3% | Apoferritin bind = -11% | POLK inh = -5%[60.1 µM] | Pol iota inh = 31%[activator] | BAZ2B block = -23% | APE1 inh = / | Pol beta inh = 7% | G9a inh = -26%[59 µM] | POLH inh = -19%

Screen by screen, as entered above:
BLM inh, nos. 24 to 30, in order: -3%, -14%, 2%, -3%, -3%, 0%, -4%
POLH inh, nos. 24 to 30, in order: -8%, -8%, ?, -3%, -19%, -14%, -25%

New compounds follow:
entry | canonical_smiles | BLM inh | Apoferritin bind | POLK inh | Pol iota inh | BAZ2B block
31 | O=C(O)c1cc(C2CC2)nc2ccccc12 | -1%&-3% | 0%&-3% | -22% | 29% | -6%
32 | CCOC(=O)N1CCN(c2ccc(S(=O)(=O)N3CCOCC3)cn2)CC1 | / | / | -4% | ? | /
33 | CCOC(=O)Cc1ccc(NC(=O)N(C(C)C)C2CCN(C(C)=O)CC2)cc1 | -7% | -4% | -5% | 26% | 89%[activator]
34 | CCC(Oc1ccccc1)C(=O)N1CCC(C(N)=O)CC1 (stereo unspecified) | 0% | 2% | 1% | -5% | 1%
35 | COc1cc(-c2nc(C)c(C(C)=O)n2O)ccc1OCC(=O)Nc1ccc(F)cc1 | -3% | 0% | -19% | -6% | ?
36 | COc1ccc(C)cc1NC(=O)c1nnn(Cc2cccc(F)c2)c1N | 0% | -3% | -11% | -26% | 9%
37 | CN1CCN(C(=O)c2cc3nc(-c4ccccc4)cc(-c4ccccc4)n3n2)CC1 | -2% | 65%[activator] | -7% | 37%[activator] | -15%
38 | Cc1cccc(-c2noc(CCC(=O)Nc3ccc(C(N)=O)cc3)n2)c1 | 3% | 7% | 4% | 41% | 2%
39 | COC(=O)C(O)(NC(=O)NC(C)=O)C(F)(F)F (stereo unspecified) | 0% | -7% | -16% | 2% | /
40 | COc1ccc(CNC(=O)CSc2nnc(NC(=O)c3ccccc3F)s2)cc1 | 3% | -8% | -7% | 99%[activator] | -3%

entry | APE1 inh | Pol beta inh | G9a inh | POLH inh
31 | ? | ? | ? | -6%
32 | 9% | / | / | -8%
33 | / | 3% | 32%[activator][59 µM] | -8%
34 | 2% | -2% | 0%[12.7 µM] | 2%
35 | 5% | -21% | -11%[59 µM] | -8%
36 | 5% | -3% | 19%[59 µM] | -5%
37 | -6% | 1% | ? | ?
38 | -2% | -24% | / | 11%
39 | -2% | 4% | -41%[59 µM] | -10%
40 | 22%[12.4 µM] | -25% | 12%[59 µM] | -20%
